Screens: PubChem BioAssay, several laboratories
NRP1-CendR mod = modulators of CendR peptide binding to human neuropilin-1; FAM-RPARPAR peptide binding to NRP-1, fluorescence polarization; inhibition, % at 25 µM; 360,000 compounds, 0.85% hits; AID 602438;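 active means inhibition or corrected inhibition above about 18%, plus a signal ratio from 0.5 to 1.5, limit read from the data, passing the limit was not always enough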; further: strong numbers were not always called active
Scp-1 inhibitor = inhibitors of human Scp-1 phosphatase; Recombinant Scp1, phosphopeptide, malachite green phosphate absorbance; Q9GZU7; inhibition, % at 20 µM; 340,000 compounds, 0.88% hits;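 active means inhibition above about 50% at 20 µM, limit read from the data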;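 further: plate controls were DMSO wells with enzyme for no effect and wells lacking enzyme for full effect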
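Incubation: 45 min enzyme reaction at room temperature / System: truncated SCP-1 phosphatase (76-261aa) / Reagent: Phospho 17-mer peptide substrate / Buffer or medium: Acidic Tris acetate buffer with magnesium and detergent / Signal: absorbance at 630 nm / Doses: one concentration, 20 µM, with 1.0% DMSO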
bovine MsrA act = activates bovine MsrA enzyme; purified bovine MsrA, absorbance read-out; activation, % at 10.6 µM; 360,000 compounds, 0.3% hits; AID 602163; in the data active means activation above about 7.5%;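 further: 0% = vehicle and 100% = reference activator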
Tb MetRS inh = blocks T. brucei methionyl-tRNA synthetase activity | AID 624268 | purified T. brucei MetRS, ATP depletion, Kinase-Glo luminescence | 360,000 compounds, 0.4% hits | inhibition, % at 11.9 µM;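 active means inhibition above a per-plate cutoff of the control wells' mean inhibition plus 3 SD, cut at about 5.5% in these data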;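 further: 0% = DMSO wells median and 100% = median of wells with control inhibitor compound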
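Measured by: Kinase-Glo luciferase luminescence reporting remaining unconsumed ATP. Material: purified T. brucei MetRS enzyme. Doses: 11.9 µM compound single dose, 0.9% DMSO. Medium: HEPES buffer containing pyrophosphatase, BSA, spermine, DTT. Times: 15 min preincubation, 2 h reaction, all 25 °C. Reagent: methionine, ATP and bulk E. coli tRNA.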
MsrA inhibitor = bovine MsrA inhibition | purified bovine MsrA, absorbance read-out | inhibition, % at 15.5 µM | 360,000 compounds, 0.75% hits | AID 651718; in the data active means inhibition above about 4.5%;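 further: 0% = vehicle wells with enzyme and 100% = reference inhibitor wells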
SUMO1 PPI mod = SUMO1-SIM interaction modulation. SUMO1 binding to a labelled peptide, TR-FRET, 1 h. inhibition, % at 20 µM. 360,000 compounds, 0.33% hits. AID 602429; in the data active means inhibition above about 37%
DNMT1 block = inhibitors of human DNMT1 | DNMT1 molecular beacon, Hinp1I cleavage, fluorescence | 360,000 compounds, 0.83% hits | inhibition (reported as % activation of signal), % at 10 µM | P26358; in the data active means inhibition above about 50%
Target sequence (P26358 504-1616 limits assumed): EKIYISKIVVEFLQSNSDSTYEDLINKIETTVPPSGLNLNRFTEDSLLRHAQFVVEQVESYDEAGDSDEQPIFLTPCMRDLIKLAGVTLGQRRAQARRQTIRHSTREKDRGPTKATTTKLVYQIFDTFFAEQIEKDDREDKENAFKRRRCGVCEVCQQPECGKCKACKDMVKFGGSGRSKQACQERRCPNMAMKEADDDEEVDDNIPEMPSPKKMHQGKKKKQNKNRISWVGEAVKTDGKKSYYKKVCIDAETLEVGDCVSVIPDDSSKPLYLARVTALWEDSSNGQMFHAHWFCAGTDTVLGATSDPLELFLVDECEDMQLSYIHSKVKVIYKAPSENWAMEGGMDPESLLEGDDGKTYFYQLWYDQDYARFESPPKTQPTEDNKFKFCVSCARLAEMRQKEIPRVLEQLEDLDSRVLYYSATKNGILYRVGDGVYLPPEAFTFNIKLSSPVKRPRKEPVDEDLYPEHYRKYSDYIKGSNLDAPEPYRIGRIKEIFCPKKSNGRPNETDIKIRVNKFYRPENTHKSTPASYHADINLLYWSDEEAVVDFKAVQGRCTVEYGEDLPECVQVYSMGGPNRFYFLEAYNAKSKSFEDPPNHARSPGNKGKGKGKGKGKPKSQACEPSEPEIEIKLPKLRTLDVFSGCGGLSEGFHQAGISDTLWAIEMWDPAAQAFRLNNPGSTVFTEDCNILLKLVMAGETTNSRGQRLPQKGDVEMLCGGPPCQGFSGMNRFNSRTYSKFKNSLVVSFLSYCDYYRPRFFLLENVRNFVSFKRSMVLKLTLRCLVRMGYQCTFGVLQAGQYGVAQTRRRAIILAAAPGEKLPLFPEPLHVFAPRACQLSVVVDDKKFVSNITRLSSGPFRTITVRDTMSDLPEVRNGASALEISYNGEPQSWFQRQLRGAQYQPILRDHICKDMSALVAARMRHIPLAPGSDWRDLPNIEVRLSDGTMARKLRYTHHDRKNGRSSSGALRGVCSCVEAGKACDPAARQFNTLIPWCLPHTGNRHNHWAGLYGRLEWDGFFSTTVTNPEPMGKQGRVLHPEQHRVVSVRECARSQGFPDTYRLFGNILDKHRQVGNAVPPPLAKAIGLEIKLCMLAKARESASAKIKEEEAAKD
LMPTP inh = LMPTP (human) inhibition | AID 651560 | P24666 | recombinant LMPTP-A, OMFP fluorogenic substrate, fluorescence intensity | 360,000 compounds, 0.22% hits | inhibition, % at 20 µM;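 active means compounds that cut the enzyme signal by at least half of the control window in the single-dose screen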;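 further: plate controls were DMSO wells with enzyme plus substrate for no effect and substrate without enzyme for full effect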
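test system = LMPTP-A | amount = 0.625 nM LMPTP-A final | reagent = fluorogenic phosphatase substrate OMFP at 400 µM final | incubation = 50 min at room temperature | benchmarks = no-enzyme low control, uninhibited high control | medium = Bis-Tris pH 6.0, DTT, detergent | signal = fluorescence intensity of OMFP turnover product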
STEP inh = blocks human striatal-enriched tyrosine phosphatase | P54829 | recombinant STEP, OMFP fluorogenic substrate, fluorescence | inhibition, % at 20 µM | 360,000 compounds, 0.25% hits;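 active means inhibition at 20 µM, scaled per plate between control wells, above about 37%, limit read from the data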;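 further: 0% = DMSO with enzyme and substrate and 100% = substrate only without enzyme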
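Measure: Control-normalized % inhibition with plate pattern correction | Test system: STEP phosphatase, cell-free reaction | Medium: pH 6.0 Bis-Tris with DTT and Tween 20 | Technique: Fluorescence, 480/540 nm | Times: Reaction 20 min, ambient temperature | Doses: Single compound dose of 20 µM, 1% DMSO final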
eLon inh = inhibitors of E. coli Lon protease | P0A9M0 | purified E. coli Lon protease, fluorescence polarization | inhibition, % at 7.94 µM | 360,000 compounds, 0.42% hits | AID 602123; in the data active means inhibition above about 13%, passing the limit was not always enough;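 further: 0% = enzyme with probe and DMSO and 100% = no enzyme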
The depositor's hits bear a star; / = no result given.

1	CCCc1nn(C)c(C(N)=O)c1[N+](=O)[O-]
2	CN(C)NC(=S)Nc1ccc(S(=O)(=O)N2CCCCC2)cc1
3	COc1cccc(CNC(=O)C2(C)CCCN2C(=O)C(C)C)c1 (stereo not drawn)
4	Cc1cc(NC(=O)c2ccccc2F)ncc1NC(=O)c1cccs1
5	O=C1CCC/C=C/C[C@H](CC(=O)N(CCO)Cc2ccccc2)C(=O)N[C@@H](Cc2ccccc2)CO1
Compound,1,2,3,4,5
STEP inh,6,1,-1,0,-1
LMPTP inh,-1.0,-0.8,1.1,-1.3,-1.1
SUMO1 PPI mod,-4,2,0,-17,2
MsrA inhibitor,0.8,0.6,0.2,0.2,1.3
eLon inh,2,-13,-12,-6,2
Scp-1 inhibitor,-6,0,/,-5,-8
DNMT1 block,2,-7,-1,-1,10
NRP1-CendR mod,2,7,15,-5,16
Tb MetRS inh,-0.3,-0.5,-0.4,-0.1,-0.4
bovine MsrA act,-3,-2,-3,-2,-5

6	O=C(CN1C(=O)NC2(CCCCCC2)C1=O)N1CCCCC1
7	COc1ccc(CN2C(=O)NC3(CCCC3)C2=O)cc1F
8	COc1ccccc1OCC(=O)NCCC1=CCCCC1
9	CO/N=C/C(c1ncc(C(F)(F)F)cc1Cl)S(=O)(=O)c1ccccc1 (stereo not drawn)
10	Cc1cccc(OCc2nc(C#N)c(N3CC(C)CC(C)C3)o2)c1 (stereo not drawn)
Compound,6,7,8,9,10
STEP inh,0,2,-1,-2,3
LMPTP inh,-1.9,0.4,0.0,0.8,2.9
SUMO1 PPI mod,-5,0,-1,-2,3
MsrA inhibitor,-0.3,1.5,0.4,-1.5,0.5
eLon inh,-14,-1,-14,-4,-3
Scp-1 inhibitor,14,-6,-5,-4,-13
DNMT1 block,4,-1,22,6,1
NRP1-CendR mod,8,6,5,-7,-8
Tb MetRS inh,-0.2,0.0,-0.6,-0.3,0.2
bovine MsrA act,-3,-3,1,-1,0

11	CC(C)(Oc1ccc(Cl)cc1)C(=O)Nc1cccnc1
12	O=C1CC(N2CCOCC2)C(=O)N1CCc1ccccc1 (stereo not drawn)
13	O=C(NCCN1CCN(Cc2ccccc2)CC1)c1ccc(CS(=O)(=O)c2c(Cl)cccc2Cl)o1
14	Cc1cc(-c2ccc(Cl)cc2)n2ncnc2n1
15	CCOc1cc2c(cc1OCC)C(c1ccccc1)N(c1ccc(C(=O)O)cc1)C(=O)C2 (stereo not drawn)
Compound,11,12,13,14,15
STEP inh,0,2,0,1,-2
LMPTP inh,-3.0,-0.9,-2.3,-2.2,3.5
SUMO1 PPI mod,-4,-2,0,-1,3
MsrA inhibitor,-0.4,-0.1,-0.4,-0.3,-0.3
eLon inh,0,-10,-1,-5,0
Scp-1 inhibitor,-8,-3,/,-11,-8
DNMT1 block,-2,4,2,4,0
NRP1-CendR mod,15,0,5,4,-13
Tb MetRS inh,-0.1,-0.9,-0.2,0.5,-0.3
bovine MsrA act,0,-3,0,-2,-2

16	CCOc1ccc(C2C3=C(Nc4nc(N)[nH]c(=O)c42)c2ccccc2C3=O)cc1 (stereo not drawn)
17	C/C(=N\NC(=O)Cc1c(F)cccc1Cl)c1cccnc1
18	CCOC1=CC2=C(C(=O)C(Cl)=CC2=O)[C@@H]2CN(S(=O)(=O)c3ccc(C)cc3)[C@@H](c3ccccc3)[C@H]12
19	Cc1ccc([C@@H]2[C@@H]3C(=O)N(C)C(=O)[C@@H]3[C@@H]3C(=O)Nc4ccccc4C(=O)N23)cc1
20	CCOc1ccc(-n2c(=O)[nH]c3sc4c(c3c2=O)CCCC4)cc1
Compound,16,17,18,19,20
STEP inh,1,-1,1,-2,1
LMPTP inh,7.7,-0.9,11,-0.5,-1.7
SUMO1 PPI mod,-12,-2,-5,-7,12
MsrA inhibitor,0.2,1.1,0.3,-0.3,-0.1
eLon inh,0,6,-3,-2,-9
Scp-1 inhibitor,1,-5,/,-2,-9
DNMT1 block,-10,1,-58,0,2
NRP1-CendR mod,-1,4,-31,4,-6
Tb MetRS inh,0.7,0.1,-1.0,0.1,-0.7
bovine MsrA act,-4,-2,-16,-9,-5

21	c1ccc(Nc2ncnc3c2oc2ccccc23)cc1
22	O=C(CNC(=O)c1cccs1)N/N=C/c1ccc(Cl)cc1
23	Cc1cccc(NC(=O)[C@H](NC(=O)[C@@H]2Cc3ccccc3CN2)c2ccccc2)c1
24	COC(=O)c1c(O)c2c([nH]c1=O)CCCC2
25	CC(C)CCOC(=O)/C(=C/c1ccco1)NC(=O)/C=C/c1ccccc1
Compound,21,22,23,24,25
STEP inh,-3,2,0,-9,3
LMPTP inh,-0.2,-0.5,-1.6,-1.8,0.2
SUMO1 PPI mod,-2,-10,-2,-1,-6
MsrA inhibitor,2.3,-0.5,1.9,-0.4,-0.2
eLon inh,-3,-4,-8,2,-1
Scp-1 inhibitor,-5,-2,9,-2,-2
DNMT1 block,-2,1,-2,1,-3
NRP1-CendR mod,24*,-1,6,-20,-22
Tb MetRS inh,-0.5,-0.8,0.5,-1.2,1.2
bovine MsrA act,-4,-2,-3,-4,0

13 entries from above, arranged by SMILES length, descending:
19	Cc1ccc([C@@H]2[C@@H]3C(=O)N(C)C(=O)[C@@H]3[C@@H]3C(=O)Nc4ccccc4C(=O)N23)cc1
5	O=C1CCC/C=C/C[C@H](CC(=O)N(CCO)Cc2ccccc2)C(=O)N[C@@H](Cc2ccccc2)CO1
13	O=C(NCCN1CCN(Cc2ccccc2)CC1)c1ccc(CS(=O)(=O)c2c(Cl)cccc2Cl)o1
15	CCOc1cc2c(cc1OCC)C(c1ccccc1)N(c1ccc(C(=O)O)cc1)C(=O)C2 (stereo not drawn)
9	CO/N=C/C(c1ncc(C(F)(F)F)cc1Cl)S(=O)(=O)c1ccccc1 (stereo not drawn)
25	CC(C)CCOC(=O)/C(=C/c1ccco1)NC(=O)/C=C/c1ccccc1
4	Cc1cc(NC(=O)c2ccccc2F)ncc1NC(=O)c1cccs1
Compound,19,5,13,15,9,25,4
STEP inh,-2,-1,0,-2,-2,3,0
LMPTP inh,-0.5,-1.1,-2.3,3.5,0.8,0.2,-1.3
SUMO1 PPI mod,-7,2,0,3,-2,-6,-17
MsrA inhibitor,-0.3,1.3,-0.4,-0.3,-1.5,-0.2,0.2
eLon inh,-2,2,-1,0,-4,-1,-6
Scp-1 inhibitor,-2,-8,/,-8,-4,-2,-5
DNMT1 block,0,10,2,0,6,-3,-1
NRP1-CendR mod,4,16,5,-13,-7,-22,-5
Tb MetRS inh,0.1,-0.4,-0.2,-0.3,-0.3,1.2,-0.1
bovine MsrA act,-9,-5,0,-2,-1,0,-2

6	O=C(CN1C(=O)NC2(CCCCCC2)C1=O)N1CCCCC1
17	C/C(=N\NC(=O)Cc1c(F)cccc1Cl)c1cccnc1
1	CCCc1nn(C)c(C(N)=O)c1[N+](=O)[O-]
24	COC(=O)c1c(O)c2c([nH]c1=O)CCCC2
21	c1ccc(Nc2ncnc3c2oc2ccccc23)cc1
8	COc1ccccc1OCC(=O)NCCC1=CCCCC1
Compound,6,17,1,24,21,8
STEP inh,0,-1,6,-9,-3,-1
LMPTP inh,-1.9,-0.9,-1.0,-1.8,-0.2,0.0
SUMO1 PPI mod,-5,-2,-4,-1,-2,-1
MsrA inhibitor,-0.3,1.1,0.8,-0.4,2.3,0.4
eLon inh,-14,6,2,2,-3,-14
Scp-1 inhibitor,14,-5,-6,-2,-5,-5
DNMT1 block,4,1,2,1,-2,22
NRP1-CendR mod,8,4,2,-20,24*,5
Tb MetRS inh,-0.2,0.1,-0.3,-1.2,-0.5,-0.6
bovine MsrA act,-3,-2,-3,-4,-4,1

New compounds follow.
26	COc1ccc(C(=O)OC(C)C(=O)Nc2cc(C(F)(F)F)ccc2Cl)c(OC)c1OC (stereo not drawn)
27	CN(C)C(=O)c1ccc(NC(=O)COC(=O)Cn2cc(C(F)(F)F)ccc2=O)cc1
28	Cc1ccc(N=C2NC(=O)C(CC(=O)O)S2)cc1 (stereo not drawn)
29	CC(C)c1ccc(C(=O)OC2CCOC2=O)cc1 (stereo not drawn)
30	COc1ccccc1-n1cnnc1SC(C)C(=O)NCC1CCCO1 (stereo not drawn)
Compound,26,27,28,29,30
STEP inh,0,-2,-1,0,0
LMPTP inh,1.9,-2.5,1.2,-0.1,0.2
SUMO1 PPI mod,-2,4,3,4,-2
MsrA inhibitor,-1.1,0.1,/,-0.4,0.7
eLon inh,8,-8,-1,-4,-1
Scp-1 inhibitor,-7,-4,9,4,-10
DNMT1 block,5,2,0,0,2
NRP1-CendR mod,-10,14,-1,-9,9
Tb MetRS inh,-0.2,0.1,-1.0,-0.4,-0.6
bovine MsrA act,-1,-5,-14,-1,0

31	CC(C)OC(=O)C1Cc2ccccc2CN1S(=O)(=O)c1cccs1 (stereo not drawn)
32	O=C(CCCO)NNc1c2ccccc2nc2ccccc12
33	COc1ccccc1C(=O)COC(=O)/C=C/c1ccccc1
34	COC[C@@H]1CCCN1[C@H]1CS(=O)(=O)N[C@@H]1COCc1ccccc1
35	Cc1cccc(N2CC(C(=O)OCc3ccc([N+](=O)[O-])cc3)CC2=O)c1 (stereo not drawn)
36	COc1ccccc1OCC(=O)Nc1cc(Cl)ccc1Oc1ccccc1
37	Cc1ccc(C)c(OCC(=O)Nc2ccc(S(=O)(=O)Nc3ccccn3)cc2)c1
38	CCOC(=O)c1ccc(NC(=O)N2CCN(CCc3ccccc3)CC2)cc1
Compound,31,32,33,34,35,36,37,38
STEP inh,0,1,0,-2,0,0,-1,-2
LMPTP inh,1.9,0.9,3.3,-0.8,-0.7,-1.0,-1.1,-0.7
SUMO1 PPI mod,2,-3,-13,-2,-42,10,-1,-3
MsrA inhibitor,0.5,2.0,2.0,-0.3,-1.7,0.2,-1.2,1.1
eLon inh,1,-14,7,2,-6,-15,-6,5
Scp-1 inhibitor,-7,-7,-9,/,-5,1,2,7
DNMT1 block,0,4,0,2,1,5,-9,0
NRP1-CendR mod,8,-3,4,15,-16,-4,-5,-4
Tb MetRS inh,0.1,0.3,-0.5,-0.2,-0.4,-0.8,-0.3,-0.8
bovine MsrA act,0,1,-7,-3,-3,-3,-1,-7

Structural class: the entries above with two or more sulfur atoms (two)
2	CN(C)NC(=S)Nc1ccc(S(=O)(=O)N2CCCCC2)cc1
31	CC(C)OC(=O)C1Cc2ccccc2CN1S(=O)(=O)c1cccs1 (stereo not drawn)
Compound,2,31
STEP inh,1,0
LMPTP inh,-0.8,1.9
SUMO1 PPI mod,2,2
MsrA inhibitor,0.6,0.5
eLon inh,-13,1
Scp-1 inhibitor,0,-7
DNMT1 block,-7,0
NRP1-CendR mod,7,8
Tb MetRS inh,-0.5,0.1
bovine MsrA act,-2,0
